Source: PubChem (Broad Institute)
EWS-Fli block – EWS/Fli-driven NR0B1 reporter inhibitors, primary screen, A673 cells, NR0B1 luciferase, luminescence, MLPCN library | viability-normalised | inhibition, % at 12.6 µM | actives 0.67% (n = 350,000);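 active means mean inhibition of at least 50% after viability correction, with every replicate also passing that limit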;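 further: firefly luciferase signal divided by Alamar Blue viability fluorescence both relative to DMSO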
PglD inh – C. jejuni PglD acetyltransferase inhibitors, primary screen, biochemical, DTNB colorimetric, single point; inhibition, % at 12.5 µM; UDP-N-acetylbacillosamine N-acetyltransferase PglD (Campylobacter jejuni); purified PglD enzyme, DTNB colorimetric CoA detection; actives 0.098% (n = 360,000); in the data active means inhibition above about 16%, passing the limit was not always enough; further: strong numbers were not always called active
FN deposit inh – inhibitors of fibronectin matrix deposition, primary screen, AH1F cells, Alexa488-fibronectin fluorescence, plate reader; actives 0.086% (n = 350,000); AH1F fibroblasts, overnight; inhibition, % at 12.6 µM;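 active means mean inhibition across replicates of 30% or more, regardless of how many single replicates reach that level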;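 further: positive control wells lacked labelled fibronectin entirely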
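Material – AH1F fibroblast monolayer, labelled fibronectin deposition · Reagent – labelled fibronectin 24 nM · Timing – 1 h adhesion, overnight exposure · Measured by – fluorescence at 485 nm excitation, 525 nm emission · Read-out – inhibition of fibronectin deposition signal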
ERAP1 HTS inh – human ERAP1 aminopeptidase inhibitors, primary screen, biochemical, single point, plate reader; recombinant ERAP1, Leu-AMC fluorescence, 60 min; actives 0.15% (n = 340,000); inhibition, % at 10.7 µM;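 active means mean replicate inhibition of at least 30%, or all replicates individually reaching that 30% level; inactive means mean below 30% and not every replicate reaching it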;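 further: 0% = neutral control wells and 100% = L-leucinethiol positive control wells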
Target sequence (Q9NZ08 whole entry, looked up): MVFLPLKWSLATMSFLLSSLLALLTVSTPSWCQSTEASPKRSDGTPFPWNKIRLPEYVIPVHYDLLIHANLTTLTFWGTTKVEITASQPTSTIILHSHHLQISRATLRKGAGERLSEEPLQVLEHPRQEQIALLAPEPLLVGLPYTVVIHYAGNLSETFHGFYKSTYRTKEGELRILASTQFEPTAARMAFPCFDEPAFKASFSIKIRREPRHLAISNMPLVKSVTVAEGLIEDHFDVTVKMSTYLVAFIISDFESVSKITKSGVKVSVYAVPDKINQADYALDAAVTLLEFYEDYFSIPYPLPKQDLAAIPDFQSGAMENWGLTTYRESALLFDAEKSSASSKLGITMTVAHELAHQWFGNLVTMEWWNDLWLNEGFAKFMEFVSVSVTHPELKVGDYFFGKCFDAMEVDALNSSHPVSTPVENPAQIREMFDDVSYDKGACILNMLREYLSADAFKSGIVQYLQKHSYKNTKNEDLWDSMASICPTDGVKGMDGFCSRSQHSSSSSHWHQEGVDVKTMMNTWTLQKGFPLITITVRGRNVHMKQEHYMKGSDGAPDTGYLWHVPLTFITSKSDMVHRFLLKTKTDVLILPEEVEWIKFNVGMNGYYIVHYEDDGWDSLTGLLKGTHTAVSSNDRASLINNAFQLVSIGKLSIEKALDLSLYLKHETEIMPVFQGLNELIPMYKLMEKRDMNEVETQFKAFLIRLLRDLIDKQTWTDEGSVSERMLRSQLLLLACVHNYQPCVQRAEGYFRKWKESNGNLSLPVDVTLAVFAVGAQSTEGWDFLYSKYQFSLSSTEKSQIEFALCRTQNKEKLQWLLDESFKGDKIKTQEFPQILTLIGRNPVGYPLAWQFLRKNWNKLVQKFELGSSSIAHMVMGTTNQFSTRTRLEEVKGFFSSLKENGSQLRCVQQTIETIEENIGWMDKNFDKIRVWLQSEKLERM
PAX8 inh HTS – inhibitors of PAX8-driven TPO luciferase reporter, primary screen, RMG-I cells, single concentration | inhibition, % at 12.6 µM | SteadyGlo, 24 h | actives 1.2% (n = 360,000) | AID 652154, 2013;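 active means mean replicate inhibition at least 60% with every replicate also reaching 60%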;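 further: luciferase light reporting Pax8 driven TPO promoter activity; plate controls were median of neutral control wells for no effect and mitoxantrone controls for full effect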
S100A4 inh HTS – inhibitors of S100A4-myosin IIA peptide binding, primary screen, biochemical, fluorescence polarization, TAMRA-MyoIIA peptide; AID 652163, 2013; actives 0.14% (n = 360,000); inhibition, % at 10.7 µM;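 active means mean inhibition of at least 70% across replicates, with every replicate also reaching that level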
Target sequence (P26447 whole entry, looked up): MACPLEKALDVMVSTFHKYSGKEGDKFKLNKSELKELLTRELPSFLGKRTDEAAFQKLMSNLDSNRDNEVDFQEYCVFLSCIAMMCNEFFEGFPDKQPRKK
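assay system = human S100A4 monomer with TAMRA-labelled myosin IIA peptide | also added = labelled myosin peptide probe, 5 nM | incubation = 5 min between mix addition and reading | control set = DMSO and TFP controls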
LGR2 inh – inhibitors of bursicon-induced LGR2 CRE-luciferase signal, primary screen, cell-based, HEK293, CRE-luciferase reporter, bursicon stimulation; Drosophila bursicon receptor LGR2 (rickets); bursicon-stimulated, 4 h; inhibition, % at 9.99 µM; actives 0.35% (n = 380,000); AID 720647, 2013;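 active means drop in luminescence signal, shown as inhibition above about 50% in the replicate tests, limit read from the data, passing the limit was not always enough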;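 further: agonist challenge used bursicon conditioned medium at about half maximal strength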
PGC1a acetyl inh – inhibitors of PGC1a acetylation signal, primary screen, cell-based, U2OS, AlphaScreen, inhibitor mode; inhibition, % at 15.6 µM; actives 0.17% (n = 350,000); AID 651687, 2012; AlphaScreen anti-acetyl-lysine; with virally co-expressed GCN5 acetyltransferase;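 active means every replicate shows inhibition of at least 40%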;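 further: 0% = neutral control wells and 100% = positive control wells; some results beyond the cut were filed as inactive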
* hit, by the source's call; / = not tested or not shown; & = joins results of further samples. An unsorted share of the library; about 2.1% have a hit in one of these screens.

SMILES	EWS-Fli block	PglD inh	FN deposit inh	ERAP1 HTS inh	PAX8 inh HTS	S100A4 inh HTS	LGR2 inh	PGC1a acetyl inh
Cc1ccc2nc(CSc3nnc4ccccn34)cc(=O)n2c1	-13	/	-5	-1	-23	2	-20	5
C[C@@H]1CN([C@H](C)CO)C(=O)c2cc(C#CCN(C)C)cnc2O[C@H]1CN(C)C(=O)c1cccnc1	-11	0	-9	0	/	-1	8	-4
CCOC(=O)c1c(C)[nH]c(C(=O)CSc2nnnn2-c2ccc(C)cc2)c1C	-7	2	/	-1	/	-2	-2	-3
C[C@@H]1CN([C@H](C)CO)C(=O)Cc2cc(NC(=O)Nc3ccc(C(F)(F)F)cc3)ccc2O[C@@H]1CN(C)CC1CCCCC1	-7	5	1	1	25	-29	4	-35
Cc1cc(N/N=C/c2ccncc2)nc2ccccc12	-100	/	-5	2	-130	-3	-83	/
CC(C)NC(=O)N1C[C@H]2[C@@H](c3ccccc31)[C@@H](CO)N2Cc1ccccn1	-8	-2	/	/	9	/	13	-5
CNC(=O)COC(=O)c1ccccc1NC(=O)c1ccco1	9	5	-1	8	-7	3	-19	8
Cc1cc(S(=O)(=O)NCC(c2ccccc2)c2ccccc2)ccc1-n1cnnn1	/	3	12	/	/	/	-7	2
N#CC1(N2CCN(C(=O)c3ccccc3)CC2)CCCCC1	-3	-5	-2	3	-4	-3	2	/
CCCCNC(c1ccccc1)c1ccncc1 (stereo unspecified)	-4	0	/	-1	/	-6	-7	0
Cc1ccc(NC(=S)C2=C(O)c3ccccc3N(C)S2(=O)=O)cc1	/	-8	2	/	7	/	/	-2
Cn1cnc([N+](=O)[O-])c1SCCO	4	1	-3	4	-1	0	-12	5
C[C@@H]1CCCCO[C@H](CN(C)Cc2ccccc2)[C@@H](C)CN([C@H](C)CO)C(=O)c2cc(NC(=O)c3ccccc3)ccc2O1	13&1	3&-2	7&9	/	1&-9	54	8	-2&-1
CCOC(=O)c1c(S(=O)(=O)NCC(=O)Nc2ccccc2OC)c(C)n(C)c1C	/	-1	-8	-1	12	-7	10	11
CN(C)C(=O)C[C@@H]1CC[C@@H](NC(=O)C2CCOCC2)[C@@H](CO)O1	-1	4	-9	2	4	4	-22	1
COc1ccc(NC(=O)Nc2cccc3c2O[C@H](CN(C)Cc2ccc(C(=O)O)cc2)[C@H](C)CN([C@@H](C)CO)C3=O)cc1	-8	0	-9	-32	/	-4	-2	-2
COc1ccc(C(=O)OCC(=O)NCC2CCCO2)cc1S(=O)(=O)N1CCCc2ccccc21 (stereo unspecified)	2	/	/	-1	11	-7	-5	7
COc1ccc(NC(=O)N(C)C[C@H]2Oc3c(NC(=O)C4CCCCC4)cccc3C(=O)N([C@@H](C)CO)C[C@H]2C)cc1	-5	-3	/	/	3	/	17	6
CCOC(=O)C1(CCCc2ccccc2)CCN(CC(O)CO)CC1 (stereo unspecified)	-5	-10	/	-1	11	-7	-2	3
COc1ccc(-c2[nH]ncc2CNCC(C)(C)N2CCOCC2)cc1F	-1	-2	9	10	-6	-2	-17	9
CCCC(=O)Nc1ccc2c(c1)C(=O)N(C)[C@H]1CC[C@@H](CC(=O)NCCOC)O[C@@H]1CO2	1	9	-8	/	-3	/	-2	7
CCN(CC)CCNCc1ccc(-c2ccc(Cl)cc2)o1	7	-1	/	3	/	-2	8	-6
[O-][N+](=Cc1ccccc1)c1ccc(Cl)cc1	-65	/	-4	-1	-179	-4	-84	/
CC(=O)c1ccc(S(=O)(=O)N2CCCc3ccccc32)cc1	2	1	-11	-4	-29	-7	-9	-17
COc1ccc(CCN2CC(C(=O)NCCc3ccc(F)cc3)CCC2=O)cc1 (stereo unspecified)	-4	-2	-11	1	-4	4	-4	2
COCC#Cc1ccc2c(c1)O[C@H](CN(C)C(=O)Nc1ccc(OC)cc1)[C@@H](C)CN([C@@H](C)CO)S2(=O)=O	0	0	6	0	/	-24	20	-3
Cc1cc(C)cc(Nc2ncc3c(n2)CC(c2ccco2)CC3=O)c1 (stereo unspecified)	/	-2	0	/	-15	/	/	0
CCS(=O)(=O)Nc1ccc2c(c1)C(=O)N(C)[C@H]1CC[C@H](CC(=O)N[C@H]3CCN(Cc4ccccc4)C3)O[C@@H]1CO2	-14	/	2	-8	7	4	-1	5
O=C(NCCO)c1ccccc1O	/	-2	3	/	4	/	/	6
O=c1c2cc(Cl)ccc2nc(-c2ccccc2)n1O	-3	/	/	6	14	-4	-16	/

Sorted by count of non-hydrogen atoms (high to low): some entries from above.
SMILES	EWS-Fli block	PglD inh	FN deposit inh	ERAP1 HTS inh	PAX8 inh HTS	S100A4 inh HTS	LGR2 inh	PGC1a acetyl inh
COc1ccc(NC(=O)Nc2cccc3c2O[C@H](CN(C)Cc2ccc(C(=O)O)cc2)[C@H](C)CN([C@@H](C)CO)C3=O)cc1	-8	0	-9	-32	/	-4	-2	-2
COCC#Cc1ccc2c(c1)O[C@H](CN(C)C(=O)Nc1ccc(OC)cc1)[C@@H](C)CN([C@@H](C)CO)S2(=O)=O	0	0	6	0	/	-24	20	-3
Cc1cc(C)cc(Nc2ncc3c(n2)CC(c2ccco2)CC3=O)c1 (stereo unspecified)	/	-2	0	/	-15	/	/	0

Returning to the listing, starting two compounds before the break.
SMILES	EWS-Fli block	PglD inh	FN deposit inh	ERAP1 HTS inh	PAX8 inh HTS	S100A4 inh HTS	LGR2 inh	PGC1a acetyl inh
O=C(NCCO)c1ccccc1O	/	-2	3	/	4	/	/	6
O=c1c2cc(Cl)ccc2nc(-c2ccccc2)n1O	-3	/	/	6	14	-4	-16	/
O=C(CCC1CCN(C(=O)c2cncs2)CC1)Nc1ccccc1	-2	2	5	-2	/	-3	14	6
COC(=O)CNC(=O)C(C)(C)Oc1ccc(Cl)cc1	/	4	3	/	1	/	/	0
COCC(=O)N1C[C@@H](C)[C@H](OC)CN(C)C(=O)c2cc(NC(=O)Nc3ccccc3)ccc2OC[C@@H]1C	-10	-2	/	-2	/	6	-4	8
COc1ccc(C[C@](C)(N)C(=O)O)cc1OC	-6	-3	-2	1	1	1	6	-1
CSc1ccc(-c2nnn(Cc3ccc(Br)cc3)n2)cc1	/	-2	-2	/	-97	/	/	-5
Cc1ccc(N2C(=O)CN(Cc3ccccc3)C2=S)cc1C	-9	3	2	-1	-16	-2	0	3
COc1cccc(-c2nc3nc(C)cc(C)n3c2NC2CCCCC2)c1	-8	/	0	13	-20	-24	-13	/
O=C(COC(=O)c1cc([N+](=O)[O-])ccc1NCc1ccccc1)NC1CCCc2ccccc21 (stereo unspecified)	/	0	-6	/	16	/	/	-4
CN=c1scc(-c2ccc(F)cc2)n1/N=C/c1ccc(O)c(O)c1	50	/	-2	12	66*	7	75*	-3
CN(C)C(=O)c1ccc(-c2ccc([C@H]3[C@@H](C#N)N(C(=O)C4CCC4)[C@@H]3CO)cc2)cc1	-1	3	-17	1	-14	-2	10	-7
COc1cc(OC)c(NC(=O)c2csc(C)c2)cc1Cl	/	2	-1	-2	17	0	0	-2
O=c1[nH]c(CSc2ccccn2)nc2ccccc12	-52	/	/	-3	-160	-3	-80	/
O=[N+]([O-])c1ccc(-c2nc(C(Cl)Cl)c3ccccc3n2)cc1	67*	-4	6	-2	3	-6	41	3
O=C(COc1ccc(Br)cc1)N(Cc1cccs1)C1CCS(=O)(=O)C1 (stereo unspecified)	-2	5	8	-3	6	6	13	0
CCCCn1c(=O)[nH]c(=O)c2c(C(=O)OCC)cc(-c3ccc(OC(F)F)cc3)nc21	18	5	-5	3	1	4	-14	/

Sorted by value in LGR2 inh (descending): some entries from above.
SMILES	LGR2 inh
CN=c1scc(-c2ccc(F)cc2)n1/N=C/c1ccc(O)c(O)c1	75*
O=C(CCC1CCN(C(=O)c2cncs2)CC1)Nc1ccccc1	14
COc1ccc(C[C@](C)(N)C(=O)O)cc1OC	6
O=c1[nH]c(CSc2ccccn2)nc2ccccc12	-80

New compounds follow:
SMILES	EWS-Fli block	PglD inh	FN deposit inh	ERAP1 HTS inh	PAX8 inh HTS	S100A4 inh HTS	LGR2 inh	PGC1a acetyl inh
C[C@H](CO)N1C[C@H](C)[C@@H](CN(C)Cc2ccc(Oc3ccccc3)cc2)Oc2c(NS(=O)(=O)c3ccccc3)cccc2C1=O	-5	/	/	2	5	9	/	14
Cc1ccc(CN2CCNC2=O)cc1	0	0	/	-6	/	2	9	5
C[C@H](CO)N1C[C@H](C)[C@@H](CN(C)C(=O)c2cnccn2)Oc2ncc(-c3cccc(C#N)c3)cc2C1=O	-5	-1	13	/	-20	5	2	-4
Cc1ccc(-c2nnc3ccc(SCC(=O)N4CCc5ccccc54)nn23)cc1	19	-5	0	2	6	3	9	8
C[C@@H]1CN([C@@H](C)CO)S(=O)(=O)c2ccc(C#Cc3ccccc3)cc2O[C@@H]1CN(C)C(=O)C1CC1	16	-1	-15	4	/	14	9	1
O=c1[nH]c2ccccc2n2c(C(F)(F)F)nnc12	-15	-4	-2	-4	-8	4	3	2
C[C@@H](NC(=O)C[C@@H]1C[C@@H]2c3cc(NC(=O)CN(C)C)ccc3O[C@@H]2[C@H](CO)O1)c1ccccc1	-2	3	-29	0	-13	0	6	-3
O=C(NCc1ccco1)c1cccn2c(=O)c3sccc3nc12	/	1	16	0	-40	4	5	11
O=C(O)c1cccc([N+](=O)[O-])c1C(=O)Nc1cccc2ccccc12	17	-2	6	4	6	-9	8	-8
N#Cc1ccc(-c2ccc([C@@H]3[C@@H](CO)N4C(=O)CN(C(=O)Cc5ccccc5)C[C@H]34)cc2)cc1	6	/	/	3	5	7	-4	1
Cc1noc(C)c1NC(=O)Nc1ccc2c(c1)C(=O)N([C@@H](C)CO)C[C@@H](C)[C@H](CN(C)Cc1ccc(Cl)c(Cl)c1)OCCCC[C@H](C)O2	5	0	/	-1	10	-3	-16	-9
C[C@@H]1CN([C@@H](C)CO)C(=O)c2cccc(NS(=O)(=O)c3cn(C)cn3)c2O[C@@H]1CN(C)S(=O)(=O)c1ccccc1	-11	1	/	5	-21	6	-8	-8
CC(=O)Nc1ccc(C=CC(=O)c2ccc([N+](=O)[O-])cc2)cc1	3	-5	7	0	15	2	4	11
CCOC(=O)c1ccc(NC(=O)CN(C)S(=O)(=O)c2ccc(OC)cc2)cc1	/	-1	/	-1	/	2	5	-1

Looked up above.
Result of O=C(NCc1ccco1)c1cccn2c(=O)c3sccc3nc12 in FN deposit inh: 16
Result of CCCCn1c(=O)[nH]c(=O)c2c(C(=O)OCC)cc(-c3ccc(OC(F)F)cc3)nc21 in PAX8 inh HTS: 1
Result of C[C@@H]1CN([C@H](C)CO)C(=O)c2cc(C#CCN(C)C)cnc2O[C@H]1CN(C)C(=O)c1cccnc1 in EWS-Fli block: -11
Result of COc1ccc(-c2[nH]ncc2CNCC(C)(C)N2CCOCC2)cc1F in LGR2 inh: -17
